Bioassay records deposited in PubChem BioAssay by Sanford-Burnham Center for Chemical Genomics.
hIAP block = human IAP inhibition; inhibition, % at 10 µM; purified IAP, CDP-Star luminescence, 30 min; actives 0.12% (n = 330,000); AID 2544;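 active = inhibition reaching a set limit with compound at 10 µM in the primary screen, cut at about 35% in these data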;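 note: plate controls were DMSO wells with enzyme for no effect and no-enzyme buffer wells for full effect; values of inactives mirror those of a sister screen read the other way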
Apaf-1 inh = human Apaf-1 inhibition. inhibition, % at 20 µM. actives 0.71% (n = 330,000). reconstituted apoptosome caspase-3 activity, DEVD-Rh110 fluorescence; active = inhibition of at least 40% at 20 µM;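 note: plate controls were DMSO wells for no effect and DEVD-CHO caspase inhibitor wells for full effect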
Target sequence (O14727 whole entry, looked up): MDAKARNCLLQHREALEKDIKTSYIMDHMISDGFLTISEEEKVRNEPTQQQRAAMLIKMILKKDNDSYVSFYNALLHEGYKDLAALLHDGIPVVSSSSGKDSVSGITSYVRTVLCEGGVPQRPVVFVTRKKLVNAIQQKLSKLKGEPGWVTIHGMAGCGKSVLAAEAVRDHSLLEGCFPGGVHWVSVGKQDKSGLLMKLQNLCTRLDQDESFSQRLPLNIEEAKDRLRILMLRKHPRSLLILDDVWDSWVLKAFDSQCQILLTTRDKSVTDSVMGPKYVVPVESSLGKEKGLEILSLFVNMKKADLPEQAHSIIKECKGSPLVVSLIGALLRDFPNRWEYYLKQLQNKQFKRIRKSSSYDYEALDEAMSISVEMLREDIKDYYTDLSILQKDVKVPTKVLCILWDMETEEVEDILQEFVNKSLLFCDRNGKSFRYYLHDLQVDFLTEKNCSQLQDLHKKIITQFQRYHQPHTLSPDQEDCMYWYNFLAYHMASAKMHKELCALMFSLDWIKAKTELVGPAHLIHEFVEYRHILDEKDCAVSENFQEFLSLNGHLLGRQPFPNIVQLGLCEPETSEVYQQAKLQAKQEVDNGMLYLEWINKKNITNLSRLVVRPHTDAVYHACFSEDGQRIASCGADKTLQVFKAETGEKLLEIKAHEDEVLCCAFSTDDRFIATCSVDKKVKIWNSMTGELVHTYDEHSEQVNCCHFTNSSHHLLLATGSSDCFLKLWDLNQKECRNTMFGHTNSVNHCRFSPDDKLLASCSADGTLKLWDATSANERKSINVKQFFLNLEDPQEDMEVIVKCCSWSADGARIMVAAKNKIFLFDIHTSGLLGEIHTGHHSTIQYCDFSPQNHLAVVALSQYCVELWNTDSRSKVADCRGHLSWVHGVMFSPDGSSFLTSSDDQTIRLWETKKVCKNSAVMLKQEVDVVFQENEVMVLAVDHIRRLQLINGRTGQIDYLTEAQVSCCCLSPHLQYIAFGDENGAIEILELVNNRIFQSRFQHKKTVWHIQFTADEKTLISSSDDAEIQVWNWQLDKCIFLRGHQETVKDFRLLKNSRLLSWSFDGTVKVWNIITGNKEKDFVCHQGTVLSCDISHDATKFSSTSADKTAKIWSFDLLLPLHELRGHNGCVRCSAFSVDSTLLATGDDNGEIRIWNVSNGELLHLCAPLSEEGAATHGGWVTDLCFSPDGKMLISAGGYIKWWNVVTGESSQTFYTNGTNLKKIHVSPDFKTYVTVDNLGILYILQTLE
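Material: cell-free apoptosome with Apaf-1, procaspase-3 and caspase-9; Buffer or medium: Hepes pH 7.5 with detergent and BSA; Reagent: cytochrome c trigger plus (Z-DEVD)2-Rh110 caspase-3 substrate; Times: compound with Apaf-1, dATP, procaspase-3 30 min, then 50 min reaction, room temperature; Technique: Rh110 fluorescence intensity.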
hIAP activ = human IAP activation. purified human IAP, CDP-Star luminescence, 30 min; active compounds read high; 1 = vehicle-only enzyme, 0 = enzyme-free background. P09923. actives 0.16% (n = 330,000). activation factor at 10 µM. AID 2524;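 active = activation factor of the enzyme at least 2-fold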; note: the source names both 10 and 20 µM as test concentration; values of inactives mirror those of a sister screen read the other way
TIM10 inh = inhibits growth of TIM10 yeast strain. S. cerevisiae TIM10 strain growth, BacTiter-Glo luminescence, 24 h. inhibition, % at 10 µM. actives 1.4% (n = 330,000);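 active = inhibition of 40% or more at the single tested concentration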;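 note: wild-type TIM10 isogenic control strain grown at permissive 25 °C; 0% = DMSO yeast wells and 100% = minimal medium wells without yeast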
ATG4B inhibitor = blocks human ATG4B protease cleavage of LC3 substrate. Q9Y4P1. ATG4B cleavage of LC3-PLA2, NBD-HPC fluorescence, 1 h. inhibition, % at 8.33 µM. actives 0.51% (n = 340,000). AID 504462; in the data active = inhibition above about 40%
NLRP3 yeast inh = blocks the NALP3 inflammasome reconstituted in yeast | Yeast reconstituted NLRP3/ASC/caspase-1, beta-gal luminescence, 24 h | actives 0.39% (n = 330,000) | inhibition, % at 10 µM;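 active = inhibition of 50% or more; inactive = inhibition below 50%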;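 note: plate controls were induced DMSO wells for no effect and uninduced yeast grown without galactose for full effect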
tim10-1 inh = tim10-1 yeast growth inhibition; AID 463190; S. cerevisiae tim10-1 ts strain growth, BacTiter-Glo, 24 h; inhibition, % at 20 µM; actives 2.2% (n = 330,000);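 active = inhibition of at least 40%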;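 note: mutant grown at 25 °C; 0% = DMSO wells with yeast and 100% = wells holding no yeast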
mIAP activ = increases mouse intestinal alkaline phosphatase activity; actives 0.24% (n = 330,000); AID 2805; muIAP, CDP-Star luminescence, 30 min; active compounds read high; 1 = vehicle-only enzyme signal, 0 = enzyme-free wells; activation factor at 10 µM;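 active = activation factor of at least 2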; note: the source names both 10 and 20 µM as test concentration; values of inactives mirror those of a sister screen read the other way
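Assay system: mouse IAP enzyme / Compound: DMSO-dissolved test compounds / Timing: 30 min, room temperature / Measured by: luminescence from enzymatic CDP-Star hydrolysis / Control set: DMSO-only wells, enzyme-free buffer wells as negative control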
mIAP inh = blocks mouse intestinal alkaline phosphatase; inhibition, % at 10 µM; AID 2806; actives 0.2% (n = 330,000); purified mouse IAP, CDP-Star luminescence, 30 min;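 active = inhibition of at least 40% at 10 µM in the primary screen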;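 note: plate controls were DMSO with enzyme for no effect and no enzyme wells for full effect; values of inactives mirror those of a sister screen read the other way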
An asterisk follows results filed as active; / = no result given.

Assay codes – A = hIAP block; B = Apaf-1 inh; C = hIAP activ; D = TIM10 inh; E = ATG4B inhibitor; F = NLRP3 yeast inh; G = tim10-1 inh; H = mIAP activ; I = mIAP inh
1. CCOC(=O)c1c(-c2ccccc2)oc2cc(Br)c(O)cc12
  A = 14	B = 12	C = 0.86	D = 39	E = -6	F = 5	G = 48*	H = 0.94	I = 6
2. Cc1ccc(S(=O)(=O)N[C@H](C(=O)N2CCC(C(=O)N[C@H](C(=O)O)c3ccccc3)CC2)C(C)C)cc1
  A = 3	B = -5	C = 0.97	D = 0	E = -18	F = -3	G = -21	H = 0.94	I = 6
3. CCN(C(=O)COC(=O)c1nc2nc(C)cc(C)n2n1)C1CCCCC1
  A = -4	B = -8	C = 1	D = 6	E = 2	F = 6	G = 8	H = 1	I = 0
4. COCCn1c(CCc2ccccc2)n[nH]c1=S
  A = 5	B = -8	C = 0.95	D = -16	E = 8	F = 10	G = 17	H = 0.88	I = 12
5. CCOc1ccc2c(c1)C(c1ccc(C)cc1)=NNC(c1ccc(OC)cc1)=N2
  A = 3	B = 24	C = 0.97	D = 0	E = 8	F = 10	G = -4	H = 1	I = -1
6. COC(=O)C1CCN(CC(=O)Nc2ccc(C(=O)Nc3ccccc3OC)cc2)CC1
  A = -10	B = 3	C = 1.1	D = 1	E = -3	F = 7	G = -6	H = 0.91	I = 9
7. O=C(CCNC(=O)c1ccc(Cl)cc1)NNC(=O)c1ccc(F)cc1
  A = 8	B = 0	C = 0.92	D = 1	E = -3	F = 24	G = -7	H = 0.95	I = 5
8. COC(=O)c1ccc(C2/C(=C(/O)c3ccc4c(c3)CC(C)O4)C(=O)C(=O)N2Cc2ccncc2)cc1 (centres undefined)
  A = 18	B = 1	C = 0.82	D = -11	E = 5	F = 15	G = -19	H = 1	I = -5
9. Cc1cc(=O)n2nc(N3CCC(C(=O)NCc4cccc(Cl)c4)CC3)sc2n1
  A = -23	B = -2	C = 1.2	D = -3	E = 18	F = 12	G = 7	H = 1	I = -2
10. COc1cccc(C(=O)/C=C/Nc2ccc(S(=O)(=O)Nc3cnc4ccccc4n3)cc2)c1
  A = 1	B = 12	C = 0.99	D = 14	E = -5	F = 5	G = 5	H = 0.85	I = 15
11. O=C(COc1ccc(C(=S)N2CCOCC2)cc1)Nc1ccccc1C(F)(F)F
  A = 0	B = -1	C = 1	D = 12	E = 13	F = 18	G = 18	H = 0.94	I = 6
12. COC(=O)C/C(C)=N/Nc1ccc(S(=O)(=O)N2CCCC2)cc1[N+](=O)[O-]
  A = 2	B = 1	C = 0.98	D = -1	E = -6	F = 15	G = 28	H = 0.93	I = 7
13. Cc1ccc(S(=O)(=O)N(C)CC(=O)OCC(=O)c2ccc3c(c2)NC(=O)CO3)cc1
  A = 4	B = 3	C = 0.96	D = -11	E = -20	F = 10	G = 3	H = 1	I = -1
14. CN1C(C(=O)N2CCc3ccccc3C2)=CC(c2ccc(F)cc2)=NS1(=O)=O
  A = -12	B = 15	C = 1.1	D = 5	E = -1	F = 10	G = 35	H = 0.94	I = 6
15. COc1ccc(N(CC(=O)Nc2cccc(N(C)S(C)(=O)=O)c2)S(=O)(=O)c2ccccc2)cc1Cl
  A = -16	B = 25	C = 1.2	D = 4	E = -16	F = 4	G = -1	H = 1.8	I = -80
16. Cc1c(OC(C)C(=O)O)ccc2c(-c3ccccc3)cc(=O)oc12 (centres undefined)
  A = -7	B = -1	C = 1.1	D = 4	E = -4	F = 10	G = -4	H = 0.91	I = 9
17. COc1ccc(C(OC(=O)c2ccco2)C(=O)NC2CCCC2)cc1OC (centres undefined)
  A = -4	B = 3	C = 1	D = 5	E = -5	F = -1	G = -19	H = 0.92	I = 8
18. Nc1ncc2c(n1)-c1cc(Cl)ccc1SC2
  A = 21	B = -25	C = 0.79	D = -6	E = 9	F = 9	G = 10	H = 1.1	I = -8
19. COc1cc(CC(=O)NCC2COc3ccccc3O2)cc(OC)c1OC (centres undefined)
  A = -7	B = 2	C = 1.1	D = -2	E = -15	F = 29	G = 11	H = 0.94	I = 6
20. Oc1ccc(Br)cc1/C=N/N1CCN(Cc2cccc3ccccc23)CC1
  A = 3	B = -5	C = 0.97	D = -23	E = -9	F = 10	G = -11	H = 0.99	I = 1
21. O=C(NCC1CCCO1)c1cc2cc(Cl)ccc2[nH]1 (centres undefined)
  A = -22	B = 4	C = 1.2	D = -7	E = 0	F = 32	G = 5	H = 1.1	I = -8
22. O=C(O)C1=CC[C@@H](c2ccc(Cl)cc2)N(S(=O)(=O)c2ccc(Cl)cc2)[C@H]1c1ccccc1
  A = -6	B = 17	C = 1.1	D = 10	E = 2	F = 7	G = 22	H = 0.9	I = 10
23. CCC(=O)Oc1ccc(C(=O)Nc2cccc(C(=O)NCC(C)C)c2)cc1
  A = 5	B = 6	C = 0.95	D = 0	E = -9	F = 2	G = 23	H = 1	I = -2
24. CCN1CCN(C(=S)NC(=O)/C=C/c2cccs2)CC1
  A = 2	B = -16	C = 0.98	D = 3	E = 1	F = 13	G = 13	H = 0.93	I = 7
25. COc1ccc(C(=O)c2cnc[nH]2)cc1
  A = 3	B = -17	C = 0.97	D = -4	E = 0	F = -7	G = 18	H = 1	I = -4

Two compounds drawn at random from the list so far, as already listed:
Assay codes – A = hIAP block; B = Apaf-1 inh; C = hIAP activ; D = TIM10 inh; E = ATG4B inhibitor; F = NLRP3 yeast inh; G = tim10-1 inh; H = mIAP activ; I = mIAP inh
25. COc1ccc(C(=O)c2cnc[nH]2)cc1
  A = 3	B = -17	C = 0.97	D = -4	E = 0	F = -7	G = 18	H = 1	I = -4
22. O=C(O)C1=CC[C@@H](c2ccc(Cl)cc2)N(S(=O)(=O)c2ccc(Cl)cc2)[C@H]1c1ccccc1
  A = -6	B = 17	C = 1.1	D = 10	E = 2	F = 7	G = 22	H = 0.9	I = 10

The list continues.
Assay codes – A = hIAP block; B = Apaf-1 inh; C = hIAP activ; D = TIM10 inh; E = ATG4B inhibitor; F = NLRP3 yeast inh; G = tim10-1 inh; H = mIAP activ; I = mIAP inh
26. COC(=O)c1ccccc1-c1ccc(/C=N/NC(=O)c2cc3ccccc3o2)o1
  A = 0	B = 17	C = 1	D = 25	E = -24	F = -1	G = 8	H = 0.97	I = 3
27. Cc1ccc(NC(=O)CN(C)C(=O)c2cc3c(s2)CCCCC3)cc1
  A = -3	B = 23	C = 1	D = -10	E = -2	F = 44	G = -8	H = 1.1	I = -10
28. CCOC(=O)C1=C(COC(=O)c2ccc([N+](=O)[O-])s2)NC(=O)NC1C (centres undefined)
  A = 11	B = 46*	C = 0.89	D = -15	E = -9	F = 18	G = -98	H = 0.99	I = 1
29. Cc1ccc(C)c(NC(=S)N2C3CCCC2CC(NC(=O)C2CC2)C3)c1 (centres undefined)
  A = 18	B = 1	C = 0.82	D = 4	E = -5	F = 2	G = 4	H = 0.91	I = 9
30. COc1ccccc1-c1sc2cc3c(cc2c1-c1ccc(OCCN2CCOCC2)cc1)OCO3
  A = /	B = 23	C = /	D = 4	E = -3	F = /	G = 16	H = 0.98	I = 2
31. CCOC(=O)C(C)c1n[nH]c(=O)c2ccccc12 (centres undefined)
  A = 10	B = -8	C = 0.9	D = 2	E = -8	F = 12	G = 4	H = 0.9	I = 10
32. Cc1ccc2nc(CSc3nnc(Nc4ccccc4F)s3)cc(=O)n2c1
  A = 8	B = 3	C = 0.92	D = 9	E = -1	F = 19	G = 18	H = 0.89	I = 11
33. COc1ccc(-n2c(C)nn(C)c2=O)c(OC)c1
  A = 4	B = 19	C = 0.96	D = -5	E = -7	F = 1	G = 0	H = 1.1	I = -8
34. Cc1ccccc1/C=C1\Sc2ccc(C(=O)N3CCN(c4ccccn4)CC3)cc2N(C)C1=O
  A = -26	B = 18	C = 1.3	D = 21	E = 6	F = 20	G = 22	H = 0.87	I = 13
35. COc1ccc(C(=O)Nn2c(SCC(=O)NC3CCCC3)nc3ccccc3c2=O)cc1
  A = -6	B = 8	C = 1.1	D = -10	E = -7	F = 9	G = 5	H = 0.98	I = 2
36. CCOC(=O)c1csc(NC(=O)c2ccc(S(=O)(=O)N(CC)CC)cc2)n1
  A = 4	B = 0	C = 0.96	D = 22	E = 7	F = 7	G = 19	H = 1	I = -4
37. COC(=O)c1c(C)[nH]c(C(=O)NCc2ccco2)c1C
  A = 4	B = -15	C = 0.96	D = -7	E = -3	F = -8	G = 14	H = 0.97	I = 2
38. O=C(CN1CCN(S(=O)(=O)N2CCOCC2)CC1)Nc1cc(Cl)cc(Cl)c1
  A = -2	B = 12	C = 1	D = -5	E = -8	F = 20	G = 24	H = 1.2	I = -17
39. O=C(NC(CC(=O)N1CCN(c2ccccc2)CC1)c1ccccc1)c1ccccc1Cl (centres undefined)
  A = -12	B = 14	C = 1.1	D = -13	E = -5	F = -1	G = -2	H = 1.3	I = -26
40. O=C(CCC(=O)c1ccc(F)cc1)Nc1cccc(S(=O)(=O)Nc2cccc(Cl)c2)c1
  A = -19	B = 24	C = 1.2	D = 1	E = -14	F = 10	G = 5	H = 0.99	I = 1
41. CC1CCCN(C(=O)COc2ccc(NC(=O)c3cccs3)cc2)C1 (centres undefined)
  A = -16	B = 13	C = 1.2	D = -7	E = -1	F = 24	G = 21	H = 0.95	I = 5
42. CC(=O)Nc1ccc(C(F)(F)F)cc1Cl
  A = 6	B = 0	C = 0.94	D = 11	E = -3	F = -9	G = 16	H = 1.1	I = -6
43. COc1ccc(OCC(O)CN2CCN(c3ccc(Cl)cc3)CC2)cc1 (centres undefined)
  A = 6	B = 5	C = 0.94	D = -6	E = 3	F = 21	G = 17	H = 0.97	I = 3
44. Cc1cc(=O)[nH]c(S)c1C#N
  A = 1	B = 1	C = 0.99	D = -4	E = /	F = 0	G = 5	H = 0.99	I = 1
45. COCCNC(=S)N(CCc1c(C)[nH]c2ccc(Cl)cc12)Cc1cccs1
  A = 10	B = 4	C = 0.9	D = 27	E = 2	F = 23	G = 19	H = 1.1	I = -9
46. Cn1cc(CC(=O)Nc2cccc(C#N)c2)c2ccccc21
  A = -15	B = -4	C = 1.1	D = -6	E = -8	F = 17	G = 31	H = 1.2	I = -18
47. CC(C)OC(=O)CSc1nnc(-c2ccc([N+](=O)[O-])cc2)o1
  A = -6	B = 10	C = 1.1	D = 15	E = -10	F = 7	G = 29	H = 1	I = -2
48. CC(C)COc1ccc(C(=O)NC(Cc2c[nH]c3ccccc23)C(=O)NN)cc1 (centres undefined)
  A = -17	B = 12	C = 1.2	D = -1	E = -13	F = -5	G = -2	H = 1.1	I = -11
49. Cc1c(NC(=O)c2cccc(NC(=O)COc3ccccc3)c2)c(=O)n(-c2ccccc2)n1C
  A = -12	B = 19	C = 1.1	D = -7	E = -2	F = 12	G = -9	H = 1.1	I = -14

Down the list, as entered above.
Nos. 23 to 28 in TIM10 inh: 0, 3, -4, 25, -10, -15
Nos. 23 to 28 in ATG4B inhibitor: -9, 1, 0, -24, -2, -9
Nos. 23 to 28 in mIAP inh: -2, 7, -4, 3, -10, 1
